M5 PAM = potentiates acetylcholine response at human M5 receptor. P08912. activation, % at 3 µM. CHO-K1 hM5, Fluo-8 calcium, ACh EC20 PAM; 0% = ACh EC20, 100% = ACh EC100. 0.3% of 360,000 active;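 active = activation above the run cutoff, the mean activation of all test compounds plus 3 SD, cut at about 18% in these data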
Target sequence (P08912 whole entry, looked up): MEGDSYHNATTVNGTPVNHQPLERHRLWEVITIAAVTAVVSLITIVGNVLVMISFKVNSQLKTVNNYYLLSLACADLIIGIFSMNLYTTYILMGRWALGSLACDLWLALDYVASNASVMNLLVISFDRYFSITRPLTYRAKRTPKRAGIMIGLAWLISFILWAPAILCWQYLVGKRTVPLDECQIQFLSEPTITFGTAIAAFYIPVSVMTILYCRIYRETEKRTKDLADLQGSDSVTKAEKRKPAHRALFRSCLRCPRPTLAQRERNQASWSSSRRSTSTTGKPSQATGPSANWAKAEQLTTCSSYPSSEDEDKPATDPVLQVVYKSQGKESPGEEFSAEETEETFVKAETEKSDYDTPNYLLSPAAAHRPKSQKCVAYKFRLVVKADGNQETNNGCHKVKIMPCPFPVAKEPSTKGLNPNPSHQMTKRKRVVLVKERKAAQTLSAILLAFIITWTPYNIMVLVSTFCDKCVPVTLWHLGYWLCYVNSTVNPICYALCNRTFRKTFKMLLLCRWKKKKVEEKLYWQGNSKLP
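System – CHO-K1 hM5 cells · Compound – 3 µM, single dose · Incubation – compound preincubation 140 s before EC20 acetylcholine addition · Technique – Fluo-8 calcium fluorescence · Measure – Max/basal fluorescence ratio as % of EC20–EC100 ACh window · Benchmarks – low control EC20 acetylcholine (0%), high control EC100 acetylcholine (100%) · Replication – singlicate, one well per test compound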
M1 PAM parental = counter-screen for M1 PAMs: effect in parental CHO-K1 cells; AID 602247; ATP EC20, Fluo-8 calcium fluorescence; 0% at ATP EC20, 100% at ATP max; activation, % at 3 µM; 0.02% of 360,000 active;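 active = activation above the run cutoff, the mean activation of all test compounds plus 3 SD, cut at about 40% in these data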;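 also: peak over basal fluorescence ratio in a 140 s read after ATP addition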
CRFBP-R2 block = antagonists of CRF-binding protein/CRF-R2 receptor complex; HEK293 CRF-R2/CRF-BP, CRF-induced calcium fluorescence; inhibition, % at 11.8 µM; 0.59% of 350,000 active;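 active = inhibition of the ligand-induced calcium signal above about 50% at the single tested concentration, limit read from the data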
CRFR2-BP ag = agonists of human CRF-binding protein/CRF-R2 receptor complex. HEK293 CRF-R2/CRF-BP, calcium dye fluorescence (FLIPR); percent of saturating CRF peptide response. activation, % at 13.2 µM. 0.46% of 350,000 active;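 active = activation of at least 50%, plus an integration ratio under a set limit after plate pattern correction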;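 also: plate controls were neutral control wells without compound for no effect and CRF at EC100 for full effect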
CHRM5 agonist = CHRM5 agonism in calcium assay; P08912; CHO-K1 hM5 cells, Fluo-8 calcium fluorescence; 0% DMSO wells, 100% maximal acetylcholine response; activation, % at 3 µM; 0.19% of 360,000 active; AID 624037;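 active = activation above the run's mean over test compounds plus 3 SD, cut at about 23% in these data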;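 also: signal is peak over basal fluorescence ratio across the kinetic read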
M5 antag = antagonists of human muscarinic M5 receptor (CHRM5). AID 624040. CHO-hM5 cells, Fluo-8 calcium fluorescence, ACh EC80. inhibition, % at 3 µM. 0.59% of 360,000 active. P08912;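 active = inhibition above a per-plate cutoff, the mean of that plate's test compounds plus 3 SD, cut at about 27% in these data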;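 also: 0% = acetylcholine EC80 with DMSO and 100% = DMSO without agonist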
TAAR1 agonist = agonists of human TAAR1; Q96RJ0; CHO RD-HGA16 TAAR1, Fluo-8 calcium fluorescence; vehicle wells 0%, saturating PEA agonist 100%; activation, % at 3 µM; 0.99% of 360,000 active;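 active = activation above the mean activation of all test compounds in the run plus 3 SD, cut at about 38% in these data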
Target sequence (Q96RJ0 whole entry, looked up): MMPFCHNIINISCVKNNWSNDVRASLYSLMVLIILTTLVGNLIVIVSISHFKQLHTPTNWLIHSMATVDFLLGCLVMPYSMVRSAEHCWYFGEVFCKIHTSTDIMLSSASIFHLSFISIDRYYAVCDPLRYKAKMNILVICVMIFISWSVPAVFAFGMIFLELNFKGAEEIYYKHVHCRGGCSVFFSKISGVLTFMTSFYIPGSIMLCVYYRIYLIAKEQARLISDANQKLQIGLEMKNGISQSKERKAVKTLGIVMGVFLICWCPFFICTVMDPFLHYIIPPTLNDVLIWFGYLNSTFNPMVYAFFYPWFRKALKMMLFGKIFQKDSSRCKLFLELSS
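Test system: RD-HGA16 (CHO) cells co-expressing Gα16 and hTAAR1 | Doses: Single dose, 3 µM | Schedule: 17-24 h seeding, 75 min 37 °C dye, 30 min RT | Evaluation: % activation from peak over basal fluorescence ratio, DMSO-to-PEA scaled | Technique: Kinetic Fluo-8 calcium fluorescence | Benchmarks: Low control DMSO, high control PEA (EC100)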
CHRM4 PAM = potentiates acetylcholine response at human M4 receptor. activation, % at 3 µM. P08173. 0.4% of 360,000 active. CHO-K1 hM4/Gqi5, Fluo-8 calcium fluorescence, ACh EC20; 0% = ACh EC20, 100% = maximal ACh;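 active = activation above its plate's cutoff, the mean activation of sample wells plus 3 SD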; also: some results filed as inactive read as strong as hits
TAAR1 antagonist = antagonists of human TAAR1 | CHO RD-HGA16 TAAR1, Fluo-8 calcium fluorescence, antagonist | 1.5% of 360,000 active | Q96RJ0 | AID 624466 | inhibition, % at 3 µM;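 active = inhibition above a per-plate cutoff, the mean inhibition of test compounds on that plate plus 3 SD, cut at about 49% in these data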;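 also: 0% = DMSO plus EC80 beta-PEA response and 100% = DMSO alone without agonist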
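Test system: CHO RD-HGA16 cells bearing hTAAR1 | Reagent: β-PEA, EC80 | Compound dosing: 3 µM, single point | Schedule: Dye loading 75 min at 37 °C, then 30 min room temperature | Signal: Calcium fluorescence with Fluo-8 | Evaluation: Percent inhibition of PEA-evoked calcium signal, max/basal emission ratio | Control set: DMSO-only wells and EC80 β-PEA-stimulated wells | Repeats: Singlicate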
An asterisk follows results filed as active; nt = no result given; & = joins results of further samples.

SMILES	M5 PAM	M1 PAM parental	CRFBP-R2 block	CRFR2-BP ag	CHRM5 agonist	M5 antag	TAAR1 agonist	CHRM4 PAM	TAAR1 antagonist
Cn1c(=O)cc(SCC(=O)NCCC2=CCCCC2)c2cc(Cl)ccc21	-1	8	-18	-2.4	-1	2	1	-6	-3
Cc1nc2ccccc2c2oc(C(=O)NC3CC3)cc12	-2	-1	-21	3.0	1	-5	1	6	11
CCN(CC)C(=O)c1cn(CCC#N)nc1-c1ccc(F)cc1	-7	2	12	-0.8	-3	-14	0	3	4
COc1ccc(C(=O)/C=C/c2ccc(O)cc2)c(O)c1CC=C(C)C	3	15	-13	-0.7	14	7	18	12	15
O=C(CCc1ccccc1)N/N=C/c1cccc(O)c1	2	13	-1	-0.2	4	-2	-1	1	3
CC(C)CCC(C)NC(=O)c1ccc2nccnc2c1 (stereo not drawn)	-2	6	10	2.1	-2	13	-1	-3	-13
O=C(Nc1nccs1)c1ccc(Cl)c(S(=O)(=O)N2CCCCC2)c1	-10	-9	-5	0.1	-1	-2	18	-10	6
COc1ccc(-c2ccc(-c3nnc(-c4cc(OC)ccc4OC)o3)cc2)cc1	-7	10	2	3.4	-1	10	9	3	1
COC(=O)c1cnc(NC(=O)C2(C)CCCN(C(C)=O)C2)s1 (stereo not drawn)	-3	-9	nt	nt	0	-6	1	5	-17
O=C1C(Cc2ccccc2)Nc2ncnc(N3CCOCC3)c2N1Cc1ccccc1 (stereo not drawn)	-5&-3	4&9	-5	0.4	1&0	12&-4	9&6	8&-2	3&-13
O=[N+]([O-])c1cc(Cl)ccc1NCCNS(=O)(=O)c1ccccc1	-4	-13	2	0.8	0	-3	4	2	-8
Cc1sc2c3ccsc3ccc2[n+]1C	12	15	-7	-0.7	18	2	26	-10	2
Cc1ccc(C(=O)N2CCN(c3ccc(NC(=O)c4cc(C)cc(C)c4)cc3)CC2)cc1	-4	-3	26	-0.1	-4	8	2	3	46
CCOc1ccc(S(=O)(=O)N2CCCCC2)cc1NC(=O)Cc1ccc(OC)cc1	-5	-9	5	0.1	-1	-8	0	-1	-33
Cc1c(NC(=O)/C(C#N)=C/c2ccc(-c3ccc(Cl)c(Cl)c3)o2)c(=O)n(-c2ccccc2)n1C	-2	19	14	0.1	-2	-5	1	-1	-14
CCOc1ccc(CCNC(=O)COC(=O)/C=C/c2ccccc2)cc1OCC	8	-31	-17	-0.6	-2	0	3	-1	-29
OC1c2cc(Br)ccc2N=C2CCCN21 (stereo not drawn)	2	0	-2	0.8	-4	8	0	3	2
CCn1cc(C(=O)NCc2ccco2)c2cc(OC)c(OC)cc2c1=O	-9	15	-13	-1.4	-2	-8	5	0	6
O=C(CN(Cc1ccco1)S(=O)(=O)c1ccccc1)N/N=C/c1ccccc1C(=O)O	1	-8	-9	-2.0	-2	2	9	5	-10
Cc1ccc(N2CC(=O)N(NC(=O)c3sc4nc(C)cc(C)c4c3N)CC2=O)cc1	5	16	5	-0.9	-3	0	-1	0	-19
CCOC(=O)c1cc(-c2ccc(F)cc2)n(CC(=O)NC(C)CC)c1C (stereo not drawn)	0	25	-6	-0.6	1	-11	7	-3	-7
CC1(C2CC2)NC(=O)N(CC(=O)N2CCN(c3ccc(F)cc3)CC2)C1=O (stereo not drawn)	-3	6	6	3.0	1	7	1	6	-23
C=CCc1cccc(/C=C/c2cc(=O)c3ccccc3[nH]2)c1O	-16	2	-8	0.5	6	4	16	-1	29
CCC(c1nnnn1Cc1ccccc1)N(Cc1ccco1)Cc1cc2cc(OC)ccc2[nH]c1=O (stereo not drawn)	-4	9	-5	-0.3	-2	3	4	-2	-6
Cn1c(=O)c2c(nc(Cc3ccc(N)cc3)n2C)n(C)c1=O	-1	1	6	0.2	-2	5	5	-6	-33
O=C(Nc1ccc(N2CCOCC2)c(Cl)c1)c1ccc2c(c1)OCCO2	-8	11	-8	-0.9	-2	14	10	-10	34
Cc1nnc(SCCN2CCOCC2)n1C	-1	22	5	-0.1	0	-3	3	-4	-23
CCN(CC)CCNC(=O)c1ccc2c(c1)ncn2C1CCCCC1	-2	6	8	-1.8	-3	2	2	-4	-8
O=C(O)c1nn(-c2cccc(C(F)(F)F)c2)ccc1=O	-2	0	3	-0.1	-1	7	8	1	-20
COc1cc(OC)c(-c2c3cc(O)c(=O)cc-3oc3cc(O)c(O)cc23)cc1OC	-20	-16	-138	171*	326*	54*	367*	-17	71*
O=S1(=O)CC(N2CCCCC2)CN1Cc1ccccc1 (stereo not drawn)	9	6	nt	nt	0	-7	3	4	-5
O=C(N/N=C/c1c(Cl)[nH]c2ccccc12)c1sc2ccccc2c1Cl	-9	23	-4	-0.5	-3	2	2	-8	17
O=C(COC(=O)c1cc([N+](=O)[O-])ccc1N1CCOCC1)Nc1ccccc1OC(F)F	-8	-13	0	-1.1	0	10	7	0	8
CCC(C)NC(=O)[C@@H]1CSC2c3ccccc3C(=O)N21 (stereo partly drawn)	4	10	-4	-0.6	-3	-1	3	1	-13
CCOc1ccc2c(c1)/C(=N/N1C(=O)c3ccccc3C1=O)C(=O)N2	4	19	105*	0.4	0	6	4	5	15
C/C(=N/NC(=O)c1cccs1)c1ccc(NC(=O)COc2ccc(Cl)cc2Cl)cc1	2	20	24	0.0	0	2	6	-5	-6
COc1ccc(C(=O)N2CCC(N3CCN(c4ccccc4)CC3)CC2)cc1	-2	5	6	0.7	-10	5	6	18	9
Cn1cc(CN2CCN(c3ccccc3)CC2)c2ccccc21	-3	13	-25	-1.4	-7	-4	15	-14	-2
COc1ccc(C(=O)COC(=O)C2CC3CCCC(C2)C3=O)cc1Br (stereo not drawn)	-28	-20	-15	4.3	1	4	6	-13	8
Cc1ccc(OCCOCCN2CCN(C)CC2)c([N+](=O)[O-])c1	0	7	2	-2.2	-1	4	2	1	15
CCC(=O)Nc1ccc2c(c1)N(C(C)=O)c1ccccc1CC2	-2	0	-6	1.1	1	2	0	-2	10
COc1cccc(N2CCN(C3CC(=O)N(c4ccc(F)c(Cl)c4)C3=O)CC2)c1 (stereo not drawn)	0	13	1	-1.1	-2	-5	2	-3	-5
CC(=O)Nc1ccc(S(=O)(=O)NCC(=O)Nc2ccc3c(c2)OCO3)cc1	8	21	-4	0.2	4	-5	1	4	1
COC(=O)COn1c(-n2nc(C)cc2C)nc2ccccc2c1=O	-2	17	2	1.3	-1	2	13	17	9
Cc1ccc(NC(=O)C2C(=O)N(C)c3ccccc32)cc1 (stereo not drawn)	-1	-10	-14	0.5	-1	10	13	-3	6
C[C@@H]1NC(=O)c2cc([N+](=O)[O-])cc(I)c2OCC[C@@H](C(N)=O)NC(=O)[C@H](CCCCN)NC1=O	4	24	7	-0.1	4	3	nt	12	nt
O=C(NC(N1CCCC1)C(Cl)(Cl)Cl)c1ccccc1 (stereo not drawn)	4	6	9	-0.8	0	-3	13	2	0
COc1cccc(/C=N/NC(=O)c2c(-c3ccccc3)noc2C)c1	-8	1	-4	-0.4	-4	2	1	-10	3
COc1ccccc1C(OC(=O)c1ccco1)C(=O)NC(C)(C)C (stereo not drawn)	-6	2	16	-0.2	-9	5	7	-2	6
CCOC(=O)N1CCN(Cc2nc(-c3ccc(C)cc3)no2)CC1	-5	13	0	-0.5	0	-8	9	-1	-11

Reprinted from the part before: 6 compounds, then new ones.
SMILES	M5 PAM	M1 PAM parental	CRFBP-R2 block	CRFR2-BP ag	CHRM5 agonist	M5 antag	TAAR1 agonist	CHRM4 PAM	TAAR1 antagonist
Cc1ccc(NC(=O)C2C(=O)N(C)c3ccccc32)cc1 (stereo not drawn)	-1	-10	-14	0.5	-1	10	13	-3	6
C[C@@H]1NC(=O)c2cc([N+](=O)[O-])cc(I)c2OCC[C@@H](C(N)=O)NC(=O)[C@H](CCCCN)NC1=O	4	24	7	-0.1	4	3	nt	12	nt
O=C(NC(N1CCCC1)C(Cl)(Cl)Cl)c1ccccc1 (stereo not drawn)	4	6	9	-0.8	0	-3	13	2	0
COc1cccc(/C=N/NC(=O)c2c(-c3ccccc3)noc2C)c1	-8	1	-4	-0.4	-4	2	1	-10	3
COc1ccccc1C(OC(=O)c1ccco1)C(=O)NC(C)(C)C (stereo not drawn)	-6	2	16	-0.2	-9	5	7	-2	6
CCOC(=O)N1CCN(Cc2nc(-c3ccc(C)cc3)no2)CC1	-5	13	0	-0.5	0	-8	9	-1	-11
COC(=O)CCCC(=O)NC1CCCN(C2Cc3ccccc3C2)C1 (stereo not drawn)	3	9	3	1.8	-4	-8	2	-4	-1
S=C(NCc1ccc2c(c1)OCO2)Nc1ccc(-c2nc3ccccc3[nH]2)cc1	-10	17	14	0.0	1	13	23	-4	41
O=C(Nc1ccccc1)OCC1CCCO1 (stereo not drawn)	-1	-14	-8	-1.1	0	9	0	16	-8
CCN(CC)C(=O)[C@H]1CC(CC(=O)NCc2cccc(C(F)(F)F)c2)C(=O)N2CCc3c([nH]c4ccccc34)[C@]12C (stereo partly drawn)	8	5	15	19	11	-4	25	2	-7
CC(NC(=O)c1ccccc1Br)c1nnc(SCC(=O)NC2CCCCC2)n1C (stereo not drawn)	3	-19	0	-0.3	-1	-4	1	1	-11
Cc1sc(NC(=O)CN2C(=O)NC3(CCCC3)C2=O)nc1-c1ccc(F)cc1	-6	2	-22	-1.1	5	3	7	6	15
Cc1ccc(C(=O)N/C(=C\c2cccs2)C(=O)NCC2CCCO2)cc1C (stereo not drawn)	1	18	12	-0.7	-2	-4	0	-2	4
Cc1ccc(CN2CCN(C/C(Cl)=C/c3ccccc3)CC2CCO)o1 (stereo not drawn)	2	-6	-7	-2.7	-4	-4	7	-5	-4
CCN(CC)c1ccc(NC(=O)CN2CCN(S(=O)(=O)c3cc(Cl)ccc3OC)CC2)cc1	-6	14	3	0.0	0	9	4	6	4
CC(C)NC(=O)c1ccccc1NC(=O)c1ccccc1N(C)S(C)(=O)=O	-1	12	-11	-0.5	3	-3	12	0	1
COc1ccc(C2CC(=O)Nc3ccccc3S2(=O)=O)cc1OC (stereo not drawn)	-1	12	-1	1.6	1	1	6	1	2
Fc1ccccc1-c1nnc2n1N=C(c1ccc(OC(F)F)c(OCC3CC3)c1)CS2	4	2	21	0.7	-5	10	-1	9	13
O=C(CSc1ncnc2c1nnn2-c1ccc(F)cc1)NCC1CCCO1 (stereo not drawn)	3	13	-4	0.8	0	-3	4	-1	4
CSCCC(NC(=O)c1ccccc1)C(=O)NCCCSc1ccccc1 (stereo not drawn)	5	4	-5	0.5	-1	-10	1	-2	12

Assay outcomes from PubChem.
